Screening data as filed in PubChem BioAssay.
Mot1-301 SUMO: yeast Mot1-301 growth rescue at high temperature, primary screen, SUMOylation pathway inhibitor project, S. cerevisiae, ATP luminescence, 38.5C; 320,000 tested, 1% active; growth rescue, % at 18.8 µM; S. cerevisiae Mot1-301 growth rescue; percent above DMSO median, 100 means doubled;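 active means every valid replicate shows activation above 250% relative to neutral control wells; inactive means the rest, any valid replicate at or below 250%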;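 further: OY570 slx delta 5 strain wells were the positive control but not used for scaling; some compounds called inactive have numbers as strong as hits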
phage Ecoli inh: growth loss of phage-infected E. coli, primary screen, RecBCD inhibitor project, absorbance, with phage, HTS; inhibition, % at 11.9 µM; 360,000 tested, 0.26% active; AID 651602, 2012; in the data active means inhibition above about 11%
PKA-R1A act: activators of PKA-R1A holoenzyme, primary screen, biochemical, fluorescence polarization, Cy5-IP20, bovine R1A, mouse PKAc. cAMP-dependent protein kinase type I-alpha regulatory subunit (Bos taurus) + …. PKA-R1A dissociation; scaled: DMSO 0%, 113 µM cGMP 100%. activation, % at 11.4 µM. 340,000 tested, 0.083% active. AID 504707, 2011;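 active means percent activation above the mean of all tested compounds plus 3 SD, cut at about 19% in these data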;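 further: higher means more PKAc released from R1A so a rise in polarization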
Pemphigus Ab inh: inhibitors of pemphigus antibody binding to DSG3, primary screen, biochemical, bead-based, flow cytometry, scFv-GFP. Desmoglein-3 (Homo sapiens), P32926. DSG3-coupled beads, scFv-anti-DSG3-GFP binding; stronger effect = lower value. binding (percent of control), % at 10 µM. 310,000 tested, 0.48% active;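 active means binding more than 3 SD below its plate's average and above zero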;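 further: hits lower antibody fragment binding to DSG3; some compounds called inactive have numbers as strong as hits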
OPRM1-OPRD1 ag: agonists of OPRM1-OPRD1 heterodimerization, primary screen, cell-based, luminescence; activation, % at 9.3 µM; AID 504326, 2011; 340,000 tested, 0.3% active; cells; in the data active means activation above about 18%;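 further: 0% = vehicle-treated cells and 100% = reference agonist; values of inactives mirror those of a sister screen read the other way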
Target sequence (P35372 whole entry, looked up): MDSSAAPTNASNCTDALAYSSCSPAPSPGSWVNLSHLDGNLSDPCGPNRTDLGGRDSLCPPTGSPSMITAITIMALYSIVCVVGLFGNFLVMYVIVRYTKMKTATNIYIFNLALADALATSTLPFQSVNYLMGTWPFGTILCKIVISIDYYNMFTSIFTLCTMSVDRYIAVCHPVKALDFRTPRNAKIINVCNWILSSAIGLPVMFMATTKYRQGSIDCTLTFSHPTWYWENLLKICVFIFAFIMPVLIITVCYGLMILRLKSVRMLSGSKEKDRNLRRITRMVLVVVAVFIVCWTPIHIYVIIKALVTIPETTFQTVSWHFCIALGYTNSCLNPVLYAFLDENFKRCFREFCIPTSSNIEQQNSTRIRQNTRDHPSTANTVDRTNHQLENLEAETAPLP
Target sequence (P41143 whole entry, looked up): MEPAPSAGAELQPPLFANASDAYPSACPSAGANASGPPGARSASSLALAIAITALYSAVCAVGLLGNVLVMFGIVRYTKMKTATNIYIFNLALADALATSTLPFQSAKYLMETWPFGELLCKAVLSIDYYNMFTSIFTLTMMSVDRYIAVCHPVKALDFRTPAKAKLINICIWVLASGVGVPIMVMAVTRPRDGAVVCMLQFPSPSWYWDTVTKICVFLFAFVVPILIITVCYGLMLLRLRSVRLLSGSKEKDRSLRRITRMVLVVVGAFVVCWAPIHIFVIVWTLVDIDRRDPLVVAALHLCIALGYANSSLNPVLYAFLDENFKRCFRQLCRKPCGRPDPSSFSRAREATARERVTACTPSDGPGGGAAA
Tat transport: E. coli Tat export inhibitors, primary screen, MC4100, TorA-mCherry reporter, fluorescence, single point; inhibition, % at 10 µM; 340,000 tested, 0.036% active; AID 488895, 2010;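 active means mean replicate inhibition at least 50% and at least half of replicates individually reaching 50%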;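 further: exported cargo escapes ClpAP degradation while cytoplasmic cargo is degraded and loses fluorescence; 0% = median of neutral control wells and 100% = median of NaSCN control wells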
PfHsp90 yeast 2: growth inhibition of PfHsp90-expressing yeast, primary screen, antimalarial PfHsp90 inhibitor project, S. cerevisiae, BacTiter-Glo luminescence, single point, set 2. BacTiter-Glo ATP, 48 h; yeast lacking PDR1 and PDR3 efflux regulators. inhibition, % at 9.4 µM. 310,000 tested, 0.32% active. AID 504621, 2011;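 active means every replicate shows inhibition above about 80%, whatever the replicate mean, limit read from the data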;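 further: 0% = DMSO neutral controls and 100% = 20 µM radicicol positive controls; yeast relying on Plasmodium falciparum Hsp90 in place of its own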
AddAB inh: growth inhibition of E. coli expressing H. pylori AddAB, primary screen, AddAB inhibitor project, absorbance | inhibition, % at 11.9 µM | 330,000 tested, 0.29% active | AID 435030, 2010; in the data active means inhibition above about 12%;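 further: 0% = vehicle wells of infected cells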
MOR-DOR inv ag: inverse agonists of MOR-DOR heterodimerization, primary screen, cell-based, luminescence. Mu-type opioid receptor (Homo sapiens) + Delta-type opioid receptor (Homo sapiens), …. cell-based MOR-DOR heterodimer luminescence, inverse agonism. inhibition, % at 9.3 µM. 340,000 tested, 0.21% active; in the data active means inhibition above about 22%, passing the limit was not always enough;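 further: 0% = cells with DMSO and 100% = wells without cells with DMSO; values of inactives mirror those of a sister screen read the other way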
Arr AP2 block: inhibitors of beta-arrestin/AP2 binding, primary screen, biochemical, GPCR trafficking, flow cytometry; 340,000 tested, 0.31% active; inhibition, % at 10 µM; FITC-arrestin peptide / GST-AP2 beads; AP2 beta2 appendage carries R879A mutation;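 active means inhibition above a set limit, near 3 SD of compounds lacking own fluorescence, cut at about 54% in these data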;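 further: plate controls were DMSO wells for no effect and 5 µM unlabelled arrestin peptide for full effect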
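system = GST-tagged AP2 beta2-adaptin appendage (R879A) on 4 µm glutathione beads | reagent = FITC-labelled arrestin peptide probe, 50 nM final | schedule = compound with beads 12 min RT, then probe 1 h RT | signal = HyperCyt-sampled flow cytometry, FL1 channel, ex 488/em 535 nm | read-out = percent response from loss of bead-bound FITC fluorescence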
E coli growth: E. coli V3065 growth inhibition, primary screen, counter-screen for AddAB inhibitor project, absorbance, OD600 | 18 h | inhibition, % at 11.9 µM | 330,000 tested, 0.27% active | AID 449728, 2010;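 active means inhibition above the campaign's mean inhibition across all tested compounds plus 3 SD, cut at about 9.9% in these data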;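 further: uninfected addAB+ strain grown without phage in ampicillin broth; 0% = DMSO wells and 100% = ciprofloxacin 0.95 µg/ml wells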
An asterisk follows results filed as active; . = no result given.

SMILES | Mot1-301 SUMO | phage Ecoli inh | PKA-R1A act | Pemphigus Ab inh | OPRM1-OPRD1 ag | Tat transport | PfHsp90 yeast 2 | AddAB inh | MOR-DOR inv ag | Arr AP2 block | E coli growth
Cc1noc(C)c1COc1ccc(C(=O)OCC(=O)OC(C)(C)C)cc1 | 6 | 2.4 | -4 | 101 | 0.6 | 5 | -28 | -1.4 | -3 | 28 | 0.9
CCN1CCN(C(c2ccccc2)c2nnnn2CCc2ccc(OC)c(OC)c2)CC1 (stereo not drawn) | . | -0.4 | 10 | 109 | -3.0 | -1 | -13 | 0.7 | 15 | -5 | -1.4
Cc1cc(Br)cc2c(C(=O)NCC3CCCO3)cc(-c3ccccc3)nc12 (stereo not drawn) | 4 | -0.9 | 7 | . | -0.3 | 2 | . | 2.4 | 2 | 1 | 3.0
CN(C(=O)COC(=O)/C=C/c1ccc(C(F)(F)F)cc1)C1CCS(=O)(=O)C1 (stereo not drawn) | 0 | 1.0 | -5 | 103 | -0.3 | 3 | 12 | 3.9 | 1 | -20 | -1.0
O=C(c1ccco1)N1CCN(S(=O)(=O)c2ccccc2)CC1 | 4 | -2.1 | 9 | 108 | -1.2 | -3 | 10 | 5.0 | 6 | 4 | 0.6
O=C(Nc1ccc(Cl)cc1)NC1CCS(=O)(=O)C1 (stereo not drawn) | -2 | 0.9 | -4 | 106 | -1.9 | -8 | 16 | -1.0 | 9 | 1 | -0.3
COC(=O)c1ccc(OC)c(CSc2nnc(COc3ccc(OC)cc3)o2)c1 | . | 2.8 | -5 | . | -1.9 | 12 | 3 | 0.8 | 10 | 6 | -1.4
COc1ccc(N2CCN(C(=O)c3ccc(Br)cc3)CC2)c([N+](=O)[O-])c1 | 100 | 1.4 | 5 | . | 1.2 | 8 | 105* | 1.7 | -5 | 11 | -0.2
COc1ccc(COC(=O)CCc2cc(OC)c(OC)c(OC)c2)cc1F | . | 3.5 | -2 | 101 | -3.4 | -8 | -8 | . | 18 | 45 | .
COc1ccccc1NC(=S)NC(NC(C)=O)C(Cl)(Cl)Cl (stereo not drawn) | -2 | 2.1 | -11 | 105 | 0.5 | 7 | -31 | -0.9 | -3 | 31 | -0.3
COc1ccc(NC(=O)CN(C)C(=O)CNC(=O)c2cccs2)cc1 | 2 | 2.6 | -4 | 108 | -2.9 | -5 | 6 | 1.5 | 15 | 25 | -1.4
Cc1ccc(S(=O)(=O)NC(CC(C)C)C(=O)N2CC(C)OC(C)C2)cc1 (stereo not drawn) | -7 | 2.3 | -6 | 105 | -2.5 | -1 | -5 | -0.2 | 13 | -4 | 1.4
O=C(OCC(=O)N1CCC(Cc2ccccc2)CC1)c1ccccc1NCCO | -9 | 4.5 | 5 | 88 | -1.6 | 2 | 11 | 1.0 | 8 | 29 | 0.8
Cc1nc([N+](=O)[O-])cn1CC(=O)c1ccccc1 | -17 | -1.4 | 5 | 107 | -2.6 | -5 | 5 | 2.7 | 14 | -5 | -0.1
CC1Cc2ccccc2N1C(=O)CN(C)S(=O)(=O)c1cccc2cccnc12 (stereo not drawn) | 4 | 1.7 | 7 | 103 | -1.6 | -1 | -5 | 5.3 | 8 | -7 | 0.1
CC(NC(=O)CSc1nc2ccccc2n1C)c1ccccc1 (stereo not drawn) | -5 | 3.6 | 2 | . | 0.8 | -4 | -1 | 2.9 | -5 | -1 | -0.6
CN1CCN(C(=O)C2=C[C@H](C3CC3)C[C@H](OCc3ccc(CO)cc3)O2)CC1 | -7 | 2.0 | 3 | 97 | -2.1 | -6 | -4 | 2.9 | 12 | -11 | -2.4
O=C(NC(=S)Nc1ccc(Br)c(Cl)c1)C1CC1 | 31 | 1.2 | 3 | 105 | 1.5 | 4 | -26 | . | -10 | 34 | .
COc1ccc(/C(O)=C2/C(=O)C(=O)N(CCN(C)C)C2c2cccnc2)cc1C (stereo not drawn) | . | 2.9 | 0 | 103 | -2.6 | 8 | 8 | -0.3 | 12 | 1 | -1.8
COc1ccc(S(=O)(=O)NCCSCc2ccco2)cc1OC | 64 | -0.2 | 9 | 98 | 0.7 | -8 | 12 | 1.5 | -4 | 4 | 1.6
Cc1ccc(N(CC(=O)Nc2cc(Cl)ccc2Oc2ccccc2)S(C)(=O)=O)cc1C | -6 | 2.1 | -21 | . | 3.6 | -1 | -13 | 2.4 | -15 | -7 | -0.7
COc1ccc(C(=O)[C@@H]2CC[C@](C)(C(=O)O)C2(C)C)cc1 | -5 | 3.6 | -5 | 99 | -1.6 | 10 | 14 | 4.9 | 9 | 11 | 0.6
CCOc1ccc(N(C(C)C(=O)N/N=C(\C)C(C)(C)C)S(C)(=O)=O)cc1 (stereo not drawn) | -1 | 1.9 | -3 | 109 | -1.3 | -6 | 12 | 2.7 | 7 | -2 | 1.6
CC(=O)Nc1ccc(NC(=O)C(C)OC(=O)CN2C(=O)C3CCCCC3C2=O)cc1 (stereo not drawn) | . | 0.2 | -2 | 101 | -2.2 | 2 | 12 | . | 11 | 26 | .
COc1ccc(/C=N\NC(=O)C2COc3ccccc3O2)cc1O (stereo not drawn) | 155 | 2.3 | -3 | 98 | -2.0 | -2 | 26 | 0.3 | 11 | 11 | 2.2
COCCNC(=O)C1CCC(=O)N(c2ccc(OC)cc2)C1c1ccc(OC)c(OC)c1 (stereo not drawn) | -15 | 0.0 | -15 | . | -2.2 | -6 | -2 | -2.5 | 14 | 15 | -1.1
CCOC(=O)c1nnc(-c2ccc(C)cc2)nc1Sc1ccc(Cl)cc1 | 6 | -0.6 | -7 | 102 | -1.7 | 4 | . | 2.8 | 8 | 23 | -1.7
CCCNC(=O)C(Cc1ccccc1)NC(=O)c1ccccc1 (stereo not drawn) | 2 | 1.8 | -7 | 99 | -2.3 | 2 | 12 | 1.1 | 11 | -15 | 0.2
Cc1cc(=O)[nH]c(N/N=C/c2c(C)nn(-c3ccccc3)c2Cl)n1 | -21 | 0.6 | 3 | 100 | 1.0 | 3 | -36 | 3.5 | -5 | 10 | 1.8
Cc1ccc(CNC(=O)c2ccccc2-n2cnnn2)cc1 | 6 | 1.3 | 6 | 100 | -3.1 | 3 | 4 | 0.8 | 16 | 11 | -0.3

As a working copy, part of the list above:
SMILES | Mot1-301 SUMO | phage Ecoli inh | PKA-R1A act | Pemphigus Ab inh | OPRM1-OPRD1 ag | Tat transport | PfHsp90 yeast 2 | AddAB inh | MOR-DOR inv ag | Arr AP2 block | E coli growth
CCCNC(=O)C(Cc1ccccc1)NC(=O)c1ccccc1 (stereo not drawn) | 2 | 1.8 | -7 | 99 | -2.3 | 2 | 12 | 1.1 | 11 | -15 | 0.2
Cc1cc(=O)[nH]c(N/N=C/c2c(C)nn(-c3ccccc3)c2Cl)n1 | -21 | 0.6 | 3 | 100 | 1.0 | 3 | -36 | 3.5 | -5 | 10 | 1.8
Cc1ccc(CNC(=O)c2ccccc2-n2cnnn2)cc1 | 6 | 1.3 | 6 | 100 | -3.1 | 3 | 4 | 0.8 | 16 | 11 | -0.3

New compounds follow
SMILES | Mot1-301 SUMO | phage Ecoli inh | PKA-R1A act | Pemphigus Ab inh | OPRM1-OPRD1 ag | Tat transport | PfHsp90 yeast 2 | AddAB inh | MOR-DOR inv ag | Arr AP2 block | E coli growth
O=C(CN(c1ccccc1)S(=O)(=O)c1ccccc1[N+](=O)[O-])Nc1cccnc1 | 9 | 2.6 | 8 | 95 | -1.0 | 13 | -9 | 2.7 | 6 | -16 | -0.4
C=CCNC(=O)/C(=C/c1ccccc1OCC)NC(=O)c1ccccc1 | 89 | 1.7 | -1 | 96 | -2.2 | 6 | 25 | -0.7 | 12 | -1 | -2.5
COc1c(Cl)ccc(Cl)c1C(=O)NC(=O)N1CCOCC1 | -13 | 3.1 | -4 | . | -2.1 | -7 | . | 0.3 | 11 | -9 | 1.9
CCCn1c(=O)c(C(=O)NNC(=O)c2ccc(Cl)cc2Cl)c(O)c2ccccc21 | -31 | -1.2 | -3 | 99 | -1.7 | -3 | 26 | 2.9 | 9 | 2 | -3.8
COc1ccccc1NC(=O)CN1CCN(CC(=O)Nc2ccccc2F)CC1 | . | 2.8 | 9 | 93 | -0.9 | 0 | 1 | . | 5 | 8 | .
COc1ccc(/C=C/C2=CC(C)(C)NC(=S)N2)cc1OC | 45 | 1.5 | -12 | 102 | -2.9 | -8 | -10 | 2.0 | 15 | -6 | -2.6
CC1(C)CC(NC(=O)C(=O)NCCc2ccccc2)CC(C)(C)N1 | 4 | 0.1 | -3 | . | -1.9 | -3 | 6 | -1.9 | 9 | -12 | -1.4
O=C(Nc1cccnc1)c1cc(-c2cccs2)on1 | 5 | 2.7 | -7 | 101 | -1.6 | 3 | 11 | -0.3 | 8 | 7 | -1.3
CCOC(=O)N1N=C(C)CC1(O)c1ccc(Cl)cc1 (stereo not drawn) | 120 | 1.5 | 0 | 98 | -1.1 | -6 | -8 | 5.2 | 6 | 47 | -0.5
COc1ccc(CCN2C(=S)N(c3ccc(Cl)cc3)C(=O)C2CC(N)=O)cc1OC (stereo not drawn) | -35 | 2.1 | -2 | . | -2.0 | 3 | -25 | 1.8 | 10 | 8 | 1.7
COCCn1c(SCC(=O)Nc2ccc(OC)cc2)nnc1-c1ccoc1C | 222 | 1.2 | 0 | 105 | -2.1 | -3 | 2 | 2.3 | 11 | -11 | -1.3
O=C(CN1CCN(C(C(=O)Nc2cc(C(F)(F)F)ccc2Cl)c2ccccc2)CC1)NC1CC1 (stereo not drawn) | . | 3.1 | 16 | . | 3.1 | -4 | 8 | . | -13 | 35 | .
CCOc1ccc(N2CC(C(=O)Nc3nnc(C4CCCCC4)s3)CC2=O)cc1 (stereo not drawn) | 0 | 0.5 | -8 | 110 | -1.5 | -12 | 9 | 1.2 | 11 | -2 | -1.5
O=C(Cc1cccc(C(F)(F)F)c1)OCN1C(=O)c2ccccc2C1=O | 3 | 0.9 | 2 | . | -0.5 | 3 | -6 | 2.0 | 3 | 7 | 1.1
O=C(N/N=C/c1ccc(Cl)s1)C(O)c1ccccc1 (stereo not drawn) | 181 | 4.4 | -6 | 100 | 1.2 | -11 | 16 | 0.9 | -5 | 14 | -0.1
Cc1ccc(-c2nn(-c3ccccc3)cc2C(=O)NCC(c2cccs2)N2CCOCC2)cc1 (stereo not drawn) | . | 3.7 | 1 | 96 | 0.1 | -2 | -20 | -0.4 | -1 | 28 | -0.8
